# Compound activity: PubChem BioAssay, several laboratories
# Neddylation inh: inhibitors of human cullin neddylation | calls only at 25 µM | TR-FRET cullin neddylation, biochemical | 0.58% of 360,000 active; in the data active = inhibition above about 36%
# SKN-1 inh: blocks SKN-1 activity in C. elegans | C. elegans VP596 Pgst-4::GFP/RFP ratio, acrylamide-induced, 24 h | inhibition, % at 21.8 µM | 0.49% of 360,000 active;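 active = interference check ratio from 0.5 to 1.5 plus GFP to RFP signal ratio inhibition reaching or exceeding a fixed threshold, cut at about 30% in these data, passing the limit was not always enough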; also: some compounds called inactive have numbers as strong as hits
# DNMT1 inh: blocks human DNA methyltransferase DNMT1; P26358; DNMT1 molecular beacon, Hinp1I cleavage, fluorescence; inhibition (reported as % activation of signal), % at 10 µM; 0.83% of 360,000 active; AID 588458; in the data active = inhibition above about 50%
# STEP block: STEP (human) phosphatase inhibition | recombinant STEP, OMFP fluorogenic substrate, fluorescence | inhibition, % at 20 µM | 0.25% of 360,000 active | AID 588621;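 active = inhibition at 20 µM, scaled per plate between control wells, above about 37%, limit read from the data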;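 also: 0% = DMSO with enzyme and substrate and 100% = substrate only without enzyme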
# Target sequence (P54829 whole entry, looked up): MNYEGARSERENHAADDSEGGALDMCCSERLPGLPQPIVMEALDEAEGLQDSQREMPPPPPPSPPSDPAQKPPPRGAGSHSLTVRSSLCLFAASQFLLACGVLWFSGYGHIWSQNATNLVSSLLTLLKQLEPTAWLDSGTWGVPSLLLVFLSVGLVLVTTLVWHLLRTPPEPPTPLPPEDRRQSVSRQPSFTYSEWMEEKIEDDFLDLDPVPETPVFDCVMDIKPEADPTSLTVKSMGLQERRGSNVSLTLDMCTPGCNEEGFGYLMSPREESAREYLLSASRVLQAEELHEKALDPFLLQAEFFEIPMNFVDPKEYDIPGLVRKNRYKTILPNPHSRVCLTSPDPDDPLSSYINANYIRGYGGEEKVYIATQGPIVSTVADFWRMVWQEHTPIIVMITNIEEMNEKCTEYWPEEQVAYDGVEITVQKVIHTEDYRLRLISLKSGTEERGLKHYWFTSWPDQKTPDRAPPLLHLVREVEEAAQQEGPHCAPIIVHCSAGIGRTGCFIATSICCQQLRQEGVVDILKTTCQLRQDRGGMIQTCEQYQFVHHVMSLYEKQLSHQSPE
#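 material = STEP tyrosine phosphatase | reagent = fluorogenic phosphatase substrate OMFP at 25 µM final | doses = single compound dose of 20 µM, 1% DMSO final | schedule = 20 min reaction, room temperature, in the dark | measured by = fluorescence, 480/540 nm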
# NadD inh: inhibitors of Staphylococcus aureus NadD; purified NadD enzyme, colorimetric absorbance read-out; inhibition, % at 20 µM; 0.78% of 360,000 active; AID 602399; in the data active = inhibition above about 26%; also: some compounds past the cut are filed as inactive
# Scp-1 inhibitor: inhibitors of human Scp-1 phosphatase; Q9GZU7; Recombinant Scp1, phosphopeptide, malachite green phosphate absorbance; inhibition, % at 20 µM; 0.88% of 340,000 active; AID 493091;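 active = inhibition above about 50% at 20 µM, limit read from the data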;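 also: plate controls were DMSO wells with enzyme for no effect and wells lacking enzyme for full effect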
# Target sequence (Q9GZU7 76-261 limits assumed): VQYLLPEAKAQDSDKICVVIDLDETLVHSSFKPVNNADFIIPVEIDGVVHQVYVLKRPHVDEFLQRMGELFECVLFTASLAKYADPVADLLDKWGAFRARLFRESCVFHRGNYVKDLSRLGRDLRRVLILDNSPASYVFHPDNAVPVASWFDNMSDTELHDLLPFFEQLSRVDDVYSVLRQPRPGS
#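 System: truncated SCP-1 phosphatase (76-261aa); medium: Tris acetate buffer pH 5.5 with MgCl2 and Tween-20; incubation: 45 min room-temperature reaction, 5 min colour, 30 min stabiliser; compound: single 20 µM dose, 1% DMSO; reagent: Phosphorylated 17-residue peptide substrate; read-out: % inhibition at 20 µM; technique: colorimetric free-phosphate detection, absorbance 630 nm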
# LMPTP inh: blocks human LMPTP phosphatase; 0.22% of 360,000 active; recombinant LMPTP-A, OMFP fluorogenic substrate, fluorescence intensity; P24666; inhibition, % at 20 µM;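 active = compounds that cut the enzyme signal by at least half of the control window in the single-dose screen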;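 also: plate controls were DMSO wells with enzyme plus substrate for no effect and substrate without enzyme for full effect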
# Target sequence (P24666 whole entry, looked up): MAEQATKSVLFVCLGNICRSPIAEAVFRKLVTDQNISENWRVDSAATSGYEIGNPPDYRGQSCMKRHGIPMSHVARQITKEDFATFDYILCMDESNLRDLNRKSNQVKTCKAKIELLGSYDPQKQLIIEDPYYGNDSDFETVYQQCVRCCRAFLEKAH
#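 Material: LMPTP-A; amount: 0.625 nM enzyme; doses: single 20 µM dose; times: reaction 50 min, room temperature, dark; technique: fluorescence intensity of OMFP turnover product; benchmarks: no-enzyme and uninhibited controls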
# Tb MetRS inh: Trypanosoma brucei MetRS inhibition; 0.4% of 360,000 active; inhibition, % at 11.9 µM; purified T. brucei MetRS, ATP depletion, Kinase-Glo luminescence;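 active = inhibition above a per-plate cutoff of the control wells' mean inhibition plus 3 SD, cut at about 5.5% in these data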;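 also: 0% = DMSO wells median and 100% = median of wells with control inhibitor compound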
#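 Material: T. brucei methionyl-tRNA synthetase, purified; reagent: substrates ATP, L-methionine and bulk Escherichia coli tRNA; dosing: 11.9 µM single point; timing: 15 min plus 2 h at 25 °C; detection: luminescence of leftover ATP; evaluation: % inhibition; control set: DMSO-only wells as low control; replicates: singlicate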
# CendR NRP1 mod: modulators of CendR peptide binding to human neuropilin-1; O14786; FAM-RPARPAR peptide binding to NRP-1, fluorescence polarization; inhibition, % at 25 µM; 0.85% of 360,000 active;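 active = inhibition or corrected inhibition above about 18%, plus a signal ratio from 0.5 to 1.5, limit read from the data, passing the limit was not always enough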; also: strong numbers were not always called active
# SUMO1-SIM PPI: alters human SUMO1 binding to SIM partners. P63165. SUMO1 binding to a labelled peptide, TR-FRET, 1 h. inhibition, % at 20 µM. 0.33% of 360,000 active. AID 602429; in the data active = inhibition above about 37%
# Target sequence (P63165 whole entry, looked up): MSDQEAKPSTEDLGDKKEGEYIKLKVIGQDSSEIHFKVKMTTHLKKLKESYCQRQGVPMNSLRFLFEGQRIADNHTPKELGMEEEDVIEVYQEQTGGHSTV
# Active calls of the source: *; i = inactive; / = not tested or not shown; + = active, no number. This is a random part of the collection; 4.6% or so of the library scored in one or more.
SMILES,Neddylation inh,SKN-1 inh,DNMT1 inh,STEP block,NadD inh,Scp-1 inhibitor,LMPTP inh,Tb MetRS inh,CendR NRP1 mod,SUMO1-SIM PPI
CC(=O)N1CCC2(CC1)CC(=O)c1cc(OCC(=O)N3CCCC3)ccc1O2,/,-14,6,0,1,6,0.3,-0.9,8,-6
O=C(NN1C(=O)c2ccccc2C1=O)c1ccncc1,i,0,6,0,2,-12,-1.7,-0.7,1,1
O=C(Nc1nc2nc(-c3ccccc3)cc(-c3ccccc3)n2n1)c1ccco1,/,-13,2,0,12,4,0.9,-0.4,-9,3
O=C(CCC(=O)N/N=C/c1c[nH]c2ccccc12)NCc1ccccc1,i,8,8,-3,-4,15,-1.3,0.0,-11,1
CCn1c(NCc2ccc(OC)cc2)nc2ccccc21,i,7,0,1,-17,0,1.5,0.7,0,4
N#Cc1ccc(NC(=O)CSc2cn[nH]n2)cc1,i,-6,1,1,-6,-1,-1.8,-0.7,-8,-2
Cc1ccc(/C=N/NC(=O)c2ccccc2OCc2cccc(Br)c2)o1,i,6,-1,3,11,-3,5.1,0.5,3,-16
CCn1c(=O)cc(SCC(=O)Nc2ccc(OC)c(OC)c2)c2ccccc21,i,15,0,1,1,-4,0.3,-0.5,12,1
O=C(NCc1ccc(Cl)cc1)C1CCN(S(=O)(=O)N2CCOCC2)CC1,i,4,3,-2,-6,-11,-1.9,0.2,15,3
CC(C)CN(CCCNC(=O)CN1C(=O)COc2ccc(S(=O)(=O)N3CCCCCC3)cc21)CC(C)C,i,-3,1,0,-6,-4,-1.4,-0.2,0,1
CN(C)/C=C(\C=O)c1cccc(Cl)c1,i,6,0,-2,-3,-5,-0.5,0.7,5,-1
CCCc1nc2c(Cl)cc(C(F)(F)F)cn2c1Cc1ccc(OC)cc1C,i,9,/,/,8,/,-0.8,-1.0,-2,-1
CN1C(=O)c2ccc(Oc3ccccc3)cc2C1=O,i,35,1,-1,1,-4,-0.4,0.2,8,-28
CCOC(=O)c1c(S(=O)(=O)NCCc2ccc(OC)c(OC)c2)c(C)n(C)c1C,i,-2,0,1,0,-3,-0.6,-0.5,-1,-2
CC(C)OC(=O)CC12CN3CC(CC(=O)OC(C)C)(CN(C1)C(=O)c1ccccc1C3=O)C2=O,i,-21,1,-2,-4,-4,-2.4,-0.9,14,-2
CS(=O)(=O)Cc1ccc(C(=O)NC(c2ccccc2)c2ccccc2)cc1,i,23,-1,2,-6,-5,-1.2,0.1,0,2
CCCCc1cc(C(=O)Cc2ccccn2)c(O)cc1O,i,10,-5,-2,0,5,-1.9,-0.3,-31,-5
CCC(C)(C)n1nnnc1C(c1ccc(OC)c(OC)c1)N1CCN(c2ccc(OC)cc2)CC1 (stereo not drawn),i,3,-1,4,2,-5,-2.2,-0.6,-10,4
CCCn1c(CCC(=O)Nc2ccccc2Cc2ccccc2)nc2cc(S(=O)(=O)N3CCOCC3)ccc21,i,11,-8,-4,2,3,-0.4,-0.2,-11,0
CCCC(=O)Nc1ccc2nc(SCC(=O)Nc3ccc(N4CCOCC4)c(Cl)c3)sc2c1,i,7,-8,0,13,15,2.3,-0.9,-3,-4
CCOc1cc(C=O)cc(N=Nc2cccc([N+](=O)[O-])c2)c1O,i,-2,-1,3,-2,-3,5.2,0.1,16,-33
O=C(Nc1ccc(Cl)c(S(=O)(=O)N2CCOCC2)c1)c1ccc2c(c1)OCCO2,i,3,0,2,-12,-10,-0.2,-0.2,-1,9
CCSc1nnc(-c2ccc(S(=O)(=O)NCc3cccs3)cc2)o1,i,-5,0,-2,-7,-11,-0.2,-0.4,-3,-1
COC1OCC(O)C(OC(=O)c2ccccc2)C1OC(=O)c1ccccc1 (stereo not drawn),i,-1,-1,-3,0,-8,-2.0,-0.3,7,5
CC1(C)CC2CC(C)(CN2/C=N/c2sc3c(c2C#N)CC(C)(C)NC3(C)C)C1 (stereo not drawn),i,7,1,1,-7,8,-1.0,-0.2,4,-8
CN(C)c1ccc(C(=O)N2CC(=O)N(CCc3ccccc3)C(=O)C2)cc1,i,-8,-2,-4,-2,4,0.0,-1.0,-2,-1
COc1ccccc1OCCCOc1c(Cl)cc(C)cc1Cl,i,5,4,1,4,-8,1.5,0.0,-15,-2
CCC(c1nnnn1Cc1ccco1)N(Cc1ccccc1OC)Cc1cc2cc(C)ccc2[nH]c1=O (stereo not drawn),i,32,-12,3,30,-3,1.0,3.0,-18,4
CNC(=O)c1nnc(Cc2ccc(Cl)cc2)o1,i,13,4,-1,1,-10,-0.9,-0.7,6,6
COc1cc(NC(=O)COC(=O)c2cnccn2)c(C)cc1[N+](=O)[O-],i,-4,-16,1,5,12,0.3,-0.4,-3,-15
Cc1n[nH]c(=O)n1-c1ccc(Oc2ccccc2)cc1,i,-21,-3,1,-5,-4,-2.5,-0.1,20,10
CCCn1c(=O)c(C(=O)Nc2cccc(C)c2)c(O)c2ccccc21,i,5,1,4,-3,-9,3.1,-0.6,3,0
CCOC(=O)CSc1nnc(CCc2nc3ccccc3[nH]2)n1C,i,-19,2,-3,-5,0,-0.7,-0.5,-6,-2
CCCCN1C(=S)SC(C)(C)C1/[N+]([O-])=C/c1cccnc1 (stereo not drawn),i,0,4,-2,2,-5,-0.7,-0.3,-1,-3
Cc1ccc(CNC(=O)CSc2nc3ccccc3c(=O)n2CC2CCCO2)cc1 (stereo not drawn),i,-9,4,-2,-4,0,-1.0,-0.1,-10,2
CCCOC(=O)C1=C(C)N(C)C(=O)NC1c1cc2c(cc1Br)OCO2 (stereo not drawn),i,15,-9,2,-3,-5,-0.7,-0.5,5,4
Clc1cccc(-c2nnc3n2CCCCC3)c1,i,10,1,-2,-7,-3,-1.8,-0.7,-7,5
CC(C)(C(=O)N[C@H](CO)c1ccccc1)C(=O)N[C@H](CO)c1ccccc1,i,8,4,-2,-1,-6,-0.1,0.2,-2,6
O=[N+]([O-])c1ccccc1S(=O)(=O)c1ccccc1,i,2,0,-1,-7,6,-0.9,0.1,5,-18
O=c1ccc(/C=C/c2ccccc2)nn1Cc1ccc(Cl)cc1Cl,i,-8,-11,1,-3,-7,6.0,-0.4,-8,14

# Single values from above.
# For SUMO1-SIM PPI, `CCOc1cc(C=O)cc(N=Nc2cccc([N+](=O)[O-])c2)c1O` has -33
# For SKN-1 inh, `O=c1ccc(/C=C/c2ccccc2)nn1Cc1ccc(Cl)cc1Cl` has -8

# Whole records, quoted from the list. Order of values: Neddylation inh | SKN-1 inh | DNMT1 inh | STEP block | NadD inh | Scp-1 inhibitor | LMPTP inh | Tb MetRS inh | CendR NRP1 mod | SUMO1-SIM PPI
# Results for Clc1cccc(-c2nnc3n2CCCCC3)c1 → i | 10 | 1 | -2 | -7 | -3 | -1.8 | -0.7 | -7 | 5
# Results for CNC(=O)c1nnc(Cc2ccc(Cl)cc2)o1 → i | 13 | 4 | -1 | 1 | -10 | -0.9 | -0.7 | 6 | 6

# Next part
SMILES,Neddylation inh,SKN-1 inh,DNMT1 inh,STEP block,NadD inh,Scp-1 inhibitor,LMPTP inh,Tb MetRS inh,CendR NRP1 mod,SUMO1-SIM PPI
Cc1cc(NC(=O)c2c(Br)cnn2C)no1,i,0,0,3,-3,-10,-1.2,0.0,-14,5
Nc1c(N(Cc2ccccc2)C(=O)COc2ccc([N+](=O)[O-])cc2)c(=O)[nH]c(=O)n1Cc1ccccc1,i,-8,-3,2,6,-6,1.2,0.1,-3,-11
COc1cccc(C(O)c2nc3ccccc3n2C(C)C)c1 (stereo not drawn),i,9,2,-2,0,-2,-2.4,-0.3,11,-2
Nc1nc(SCC(=O)Nc2ccc(Cl)cc2)[nH]c(=O)c1-c1ccccc1,i,8,1,-1,5,-7,0.0,1.6,4,6
CCOCCCNC(=O)c1ccc2c(c1)OCO2,i,12,4,-2,-1,0,-1.9,-0.2,7,1
O=S(=O)(NCCc1csc(-c2ccccc2)n1)c1ccc2c(c1)OCCO2,i,11,-2,3,-1,3,-0.3,0.2,10,-5
O=C(NNC1=Nc2ccccc2SC1)c1ccc(F)cc1,i,4,2,2,2,-3,0.2,0.7,6,2
CC1(C)C2([N+](=O)[O-])CN3CC1([N+](=O)[O-])CN(C2)C3C(O)C(O)C(O)CO (stereo not drawn),i,-12,2,14,-3,-16,-1.2,0.4,-6,-6
CCOC(=O)c1c(CN2CCOCC2)n(-c2ccccc2)c2ccc(O)cc12,i,-20,-10,-1,-1,9,-12,-0.9,0,2
CC(OC(=O)c1cc2sccc2n1C)C(=O)NCC1CCCO1 (stereo not drawn),i,4,4,0,4,2,-2.2,-1.2,2,1
CCNS(=O)(=O)c1ccc(OCCNS(C)(=O)=O)cc1,i,5,8,4,-6,-4,-1.0,-0.9,-1,-2
COCc1c(C(=O)N/N=C(/C)c2ccccc2)nnn1-c1nonc1N,i,-3,5,-1,-2,4,-0.4,-0.5,4,-2
CCCc1cc(=O)[nH]c(Nc2cc(OC)ccc2OC)n1,i,1,-4,2,-8,0,-1.7,-1.3,-9,0
CC(C)c1nc(SCC(=O)c2ccccc2)c2c(=O)n(C)c(=O)n(C)c2n1,i,0,4,0,4,-5,1.3,-0.3,-48,-2
Cc1cccc(N2C(=O)C(Cc3ccccc3)NC2=S)c1 (stereo not drawn),i,5,-1,-2,-5,-6,0.0,0.1,-9,0
Cn1cnnc1SC(C(=O)Nc1cc(Cl)cc(Cl)c1)c1ccccc1 (stereo not drawn),i,-11,-3,-5,3,8,0.5,0.0,-4,-2
COc1cccc(CNC(=O)CCC2CCCN(C(=O)CCc3c(C)noc3C)C2)c1 (stereo not drawn),i,-17,2,-7,-6,-7,-0.3,-1.3,-11,-13
Cc1cn(-c2cccnc2)c(C)c1CNC[C@H]1O[C@@H](n2cnc3c(N)ncnc32)[C@H](O)[C@@H]1O,+,12,-6,-3,3,-2,-1.6,-0.6,-5,0
CC(=O)N1N=C(c2ccccc2)OC1c1cccnc1 (stereo not drawn),i,-14,-3,-4,-1,-7,-1.2,-0.3,-15,0
COc1ccc(C(CNC(=O)c2ccc(C)c(S(=O)(=O)Nc3ccccc3OC)c2)N2CCCC2)cc1 (stereo not drawn),i,18,-12,0,1,-12,-1.1,-0.3,-26,-132
Cc1nnc(Sc2nc3c(c(=O)n(C)c(=O)n3C)n2Cc2ccc(Cl)cc2)s1,i,9,3,1,6,-5,-1.9,-0.3,18,3
COc1ccc(C2(O)CN(c3ccc(C)cc3)C3=[N+]2CCCC3)cc1 (stereo not drawn),i,-9,4,-5,-10,-2,0.7,-1.0,2,-2
